Assay outcomes deposited in PubChem BioAssay by Sanford-Burnham Center for Chemical Genomics.
NLRP3 yeast inh: NALP3 inhibition in yeast. 330,000 tested, 0.39% active. Yeast reconstituted NLRP3/ASC/caspase-1, beta-gal luminescence, 24 h. inhibition, % at 10 µM;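 active means inhibition of 50% or more; inactive means inhibition below 50%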;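 further: plate controls were induced DMSO wells for no effect and uninduced yeast grown without galactose for full effect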
mIAP block: blocks mouse intestinal alkaline phosphatase; purified mouse IAP, CDP-Star luminescence, 30 min; inhibition, % at 10 µM; 330,000 tested, 0.2% active; AID 2806;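 active means inhibition of at least 40% at 10 µM in the primary screen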;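 further: plate controls were DMSO with enzyme for no effect and no enzyme wells for full effect; values of inactives mirror those of a sister screen read the other way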
hIAP block: human IAP inhibition; P09923; purified IAP, CDP-Star luminescence, 30 min; inhibition, % at 10 µM; 330,000 tested, 0.12% active;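 active means inhibition reaching a set limit with compound at 10 µM in the primary screen, cut at about 35% in these data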;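 further: plate controls were DMSO wells with enzyme for no effect and no-enzyme buffer wells for full effect; values of inactives mirror those of a sister screen read the other way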
Target sequence (P09923 whole entry, looked up): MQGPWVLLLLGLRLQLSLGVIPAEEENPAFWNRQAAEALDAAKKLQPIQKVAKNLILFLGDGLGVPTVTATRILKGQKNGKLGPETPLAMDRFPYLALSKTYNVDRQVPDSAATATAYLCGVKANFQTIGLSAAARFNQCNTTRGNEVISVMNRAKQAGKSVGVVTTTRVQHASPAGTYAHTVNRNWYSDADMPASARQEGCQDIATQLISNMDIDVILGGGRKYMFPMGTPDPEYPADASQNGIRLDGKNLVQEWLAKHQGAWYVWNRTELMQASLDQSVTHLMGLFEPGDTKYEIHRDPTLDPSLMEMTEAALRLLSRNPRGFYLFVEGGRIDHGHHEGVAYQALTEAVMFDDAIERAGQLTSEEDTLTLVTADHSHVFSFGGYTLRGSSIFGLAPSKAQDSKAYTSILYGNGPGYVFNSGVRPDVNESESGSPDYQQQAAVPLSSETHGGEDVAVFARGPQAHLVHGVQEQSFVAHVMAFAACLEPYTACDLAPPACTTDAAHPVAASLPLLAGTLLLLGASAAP
TIM10 inh: growth inhibitors of TIM10 yeast strain. S. cerevisiae TIM10 strain growth, BacTiter-Glo luminescence, 24 h. inhibition, % at 10 µM. 330,000 tested, 1.4% active;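 active means inhibition of 40% or more at the single tested concentration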;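 further: wild-type TIM10 isogenic control strain grown at permissive 25 °C; 0% = DMSO yeast wells and 100% = minimal medium wells without yeast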
tim10-1 inh: tim10-1 yeast growth inhibition. S. cerevisiae tim10-1 ts strain growth, BacTiter-Glo, 24 h. inhibition, % at 20 µM. 330,000 tested, 2.2% active;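 active means inhibition of at least 40%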;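 further: mutant grown at 25 °C; 0% = DMSO wells with yeast and 100% = wells holding no yeast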
mIAP activ: increases mouse intestinal alkaline phosphatase activity. 330,000 tested, 0.24% active. muIAP, CDP-Star luminescence, 30 min; active compounds read high; 1 = vehicle-only enzyme signal, 0 = enzyme-free wells. activation factor at 10 µM;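 active means activation factor of at least 2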; further: the source names both 10 and 20 µM as test concentration; values of inactives mirror those of a sister screen read the other way
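Assay system: mouse IAP enzyme / Compound: DMSO-dissolved test compounds / Timing: 30 min, room temperature / Measured by: luminescence from enzymatic CDP-Star hydrolysis / Control set: DMSO-only wells, enzyme-free buffer wells as negative control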
hIAP act: increases human intestinal alkaline phosphatase activity; P09923; 330,000 tested, 0.16% active; activation factor at 10 µM; purified human IAP, CDP-Star luminescence, 30 min; active compounds read high; 1 = vehicle-only enzyme, 0 = enzyme-free background; AID 2524;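 active means activation factor of the enzyme at least 2-fold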; further: the source names both 10 and 20 µM as test concentration; values of inactives mirror those of a sister screen read the other way
ATG4B inh: blocks human ATG4B protease cleavage of LC3 substrate; ATG4B cleavage of LC3-PLA2, NBD-HPC fluorescence, 1 h; inhibition, % at 8.33 µM; 340,000 tested, 0.51% active; Q9Y4P1; in the data active means inhibition above about 40%
Target sequence (Q9Y4P1 whole entry, looked up): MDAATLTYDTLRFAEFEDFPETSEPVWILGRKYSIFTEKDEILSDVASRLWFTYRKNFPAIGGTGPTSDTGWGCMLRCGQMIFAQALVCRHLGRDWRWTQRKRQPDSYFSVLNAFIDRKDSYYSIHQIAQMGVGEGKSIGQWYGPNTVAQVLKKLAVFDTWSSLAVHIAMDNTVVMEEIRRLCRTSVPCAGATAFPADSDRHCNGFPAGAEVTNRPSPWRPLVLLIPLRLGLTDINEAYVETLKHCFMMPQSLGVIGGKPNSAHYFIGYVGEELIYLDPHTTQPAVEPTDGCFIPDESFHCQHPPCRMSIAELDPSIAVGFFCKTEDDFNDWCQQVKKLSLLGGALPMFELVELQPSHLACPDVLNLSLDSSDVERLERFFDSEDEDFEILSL
Apaf1 inhib: human Apaf-1 inhibition. O14727. reconstituted apoptosome caspase-3 activity, DEVD-Rh110 fluorescence. inhibition, % at 20 µM. 330,000 tested, 0.71% active; active means inhibition of at least 40% at 20 µM;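 further: plate controls were DMSO wells for no effect and DEVD-CHO caspase inhibitor wells for full effect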
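System – cell-free apoptosome with Apaf-1, procaspase-3 and caspase-9 · Buffer or medium – pH 7.5 Hepes buffer with CHAPS, BSA, DTT · Also added – cytochrome c with DEVD-Rh110 · Times – 30 min compound preincubation, 50 min activation, room temperature · Technique – Rh110 fluorescence intensity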
Starred values were filed as active, the others as inactive. Random draw from the library; 4.5% or so of the library scored in one or more.

Second line of a record: NLRP3 yeast inh, mIAP block, hIAP block, TIM10 inh, tim10-1 inh, mIAP activ, hIAP act, ATG4B inh, Apaf1 inhib
> Clc1ccc(C2[C@H]3CN(Cc4ccc(-c5ccccc5)cc4)[C@H](c4ccccc4)C34CC2(c2ccccc2)C4)cn1 (stereo not given in full)
 : 22.7, -3.5, 1.5, 12.5, 23.1, 1.03, 0.985, -11.7, 24.8
> COC(=O)c1cc(Br)c(=O)n(Cc2ccc(OC)c(OC)c2)c1
 : 12.0, -3.2, 8.0, -4.6, 1.8, 1.03, 0.92, 0.7, 4.5
> Cn1ncc(Br)c1C(=O)N1CCCCCC1
 : 2.4, 8.6, 14.0, 0.5, 2.6, 0.914, 0.86, 3.4, -10.6
> Cc1cccc(-n2c(CNC(=O)COc3ccccc3)nnc2SCC(=O)Nc2nccs2)c1
 : -3.1, -2.3, -5.7, 7.9, 7.9, 1.02, 1.06, -1.8, 3.0
> Cc1cc(Nc2cccc(F)c2)nc(-c2ccccc2O)n1
 : -17.8, -4.9, -15.4, 36.9, 42.6*, 1.05, 1.15, 9.5, -2.0
> O=C(NCC(c1ccco1)N1CCOCC1)c1ccc(F)c(F)c1 (stereo not given)
 : -1.5, 6.9, 7.0, -4.6, -3.6, 0.931, 0.93, 0.6, -2.8
> O=C(CNC(c1ccccc1)c1ccccc1)Nc1ccccc1Br
 : 10.1, -3.1, -6.3, 12.3, 5.2, 1.03, 1.06, 1.4, 22.8
> Cc1ccc(S(=O)(=O)N(C)c2ccc(C(=O)N3CCOCC3)cc2)cc1
 : 15.0, -0.6, -4.1, -11.6, 3.6, 1.01, 1.04, 7.8, 2.9
> Cn1c(CCNC(=O)c2ccco2)nc2cc(NC(=O)NC3CCCCC3)ccc21
 : 3.2, -3.3, -3.2, -4.1, 14.6, 1.03, 1.03, -8.6, 6.7
> CCOc1ccccc1C1C(C#N)=C(N)Oc2n[nH]c(CC)c21 (stereo not given)
 : 7.9, 4.0, -2.5, 14.5, 15.9, 0.96, 1.02, -14.1, -1.9
> CCOC(=O)c1c(C)c(C(=O)NCc2ccc3c(c2)OCO3)c(C)n1C
 : 16.8, 10.7, 32.1, 11.1, 8.8, 0.893, 0.679, -1.7, -5.8
> COc1ccc(C2C(C(=O)c3ccco3)=C(O)C(=O)N2c2nnc(C)s2)cc1 (stereo not given)
 : -9.5, 4.0, -3.7, -28.6, 13.2, 0.96, 1.04, -5.5, -2.5
> C[C@@H](OC(=O)c1[nH]cnc1C(=O)N1CCN(C(=O)OC(C)(C)C)CC1)c1ccccc1
 : -6.3, 2.0, -9.3, 2.4, 14.8, 0.98, 1.09, -5.2, -0.3
> CCCNC(=O)C(Cc1ccc(I)cc1)NC(=O)c1ccc(C#N)cc1 (stereo not given)
 : -3.7, 4.1, 6.9, 2.1, 7.2, 0.959, 0.931, -8.1, 1.0
> COc1cc(NS(=O)(=O)c2cc3[nH]c(=O)c(=O)[nH]c3cc2C)cc(OC)c1OC
 : 8.9, 13.8, 10.5, -9.2, -7.3, 0.862, 0.895, 3.7, -8.3
> CCOc1ccc(/C=C2\SC(=S)N(CCCC(=O)NCCCN3CCOCC3)C2=O)cc1
 : 21.9, 11.1, 7.5, 0.7, 30.4, 0.889, 0.925, 7.0, 42.3*
> O=C(CCC(=O)n1ncc2ccccc21)NCc1ccc(F)cc1
 : -1.9, -1.8, 3.4, -2.7, -4.1, 1.02, 0.966, -0.2, -10.7
> COCc1nnc(NS(=O)(=O)c2ccc(F)cc2)s1
 : 14.9, 6.6, 3.8, -7.3, 0.8, 0.934, 0.962, -1.4, -4.1
> Cc1ccccc1NC(=S)NC(NC(=O)C(C)(C)C)C(Cl)(Cl)Cl (stereo not given)
 : -7.5, -1.1, -12.0, 1.7, 7.0, 1.01, 1.12, -4.6, 4.4
> Cc1ccc(C(=O)N/C(=C\c2cccs2)C(=O)NCCCn2ccnc2)cc1
 : -5.5, -7.4, -1.9, -0.7, 3.2, 1.07, 1.02, 1.8, -5.7
> C=CC[C@@H](CC(=O)N[C@H](CO)Cc1ccccc1)C(=O)N[C@H](COC(=O)[C@@H](CC=C)Cc1ccc(F)cc1)Cc1c[nH]c2ccccc12
 : 12.5, -7.6, 1.6, 2.2, 7.4, 1.08, 0.984, -22.9, 18.6
> CC(=O)c1ccc(NC(=O)CSc2nc(=O)cc(N)n2-c2ccccc2)cc1
 : 11.0, 3.3, 11.0, -2.9, 10.5, 0.967, 0.89, -11.5, -16.9
> COc1cc(/C=N/NC(=O)CSCc2ccc([N+](=O)[O-])cc2)cc(OC)c1OC
 : 5.5, 7.8, 16.4, 9.9, 17.6, 0.922, 0.836, -19.4, -0.9
> Cc1cc(NS(=O)(=O)c2ccc(NC(=O)COc3ccc(Cl)cc3Cl)cc2)no1
 : -4.7, 10.8, -6.6, 10.2, 20.6, 0.892, 1.07, -0.1, 2.1
> COCC1CCN(Cc2cn[nH]c2-c2cc3ccccc3o2)C1 (stereo not given)
 : 8.8, -4.5, -21.4, -5.5, 2.8, 1.04, 1.21, 8.1, 11.0
> CC(NC(=O)c1ccccc1F)c1nnc(SCC(=O)Nc2nccs2)n1C (stereo not given)
 : -4.6, 7.6, -10.4, 4.8, -2.0, 0.924, 1.1, -8.6, -5.8
> CCc1ccc2[nH]c(=O)c(CN(CCN(CC)CC)C(=S)NCc3ccco3)cc2c1
 : 4.5, 16.5, 3.5, 16.4, 15.0, 0.835, 0.965, -0.1, 7.5
> CC(C)(C)OC(=O)N1CCN(C(=O)c2[nH]cnc2C(=O)NCC(=O)OCc2ccccc2)CC1
 : 9.0, -2.1, -10.3, -3.2, -17.0, 1.02, 1.1, -2.3, -5.3
> O=c1c2ccccc2nc(SCc2ccccc2F)n1C1CCCC1
 : 9.0, 10.7, 7.0, 11.9, 4.0, 0.893, 0.93, -6.0, 6.4
> Cc1ccccc1/C=C\c1nc2ccccc2c(=O)n1Cc1ccccc1
 : 5.5, 9.9, 33.0, -14.3, 22.0, 0.901, 0.67, 9.6, 20.0

Reformatted with each value named: entries from further up.
SMILES: COc1ccc(C2C(C(=O)c3ccco3)=C(O)C(=O)N2c2nnc(C)s2)cc1 (stereo not given)
  NLRP3 yeast inh: -9.5	mIAP block: 4.0	hIAP block: -3.7	TIM10 inh: -28.6	tim10-1 inh: 13.2	mIAP activ: 0.96	hIAP act: 1.04	ATG4B inh: -5.5	Apaf1 inhib: -2.5
SMILES: C[C@@H](OC(=O)c1[nH]cnc1C(=O)N1CCN(C(=O)OC(C)(C)C)CC1)c1ccccc1
  NLRP3 yeast inh: -6.3	mIAP block: 2.0	hIAP block: -9.3	TIM10 inh: 2.4	tim10-1 inh: 14.8	mIAP activ: 0.98	hIAP act: 1.09	ATG4B inh: -5.2	Apaf1 inhib: -0.3
SMILES: CCCNC(=O)C(Cc1ccc(I)cc1)NC(=O)c1ccc(C#N)cc1 (stereo not given)
  NLRP3 yeast inh: -3.7	mIAP block: 4.1	hIAP block: 6.9	TIM10 inh: 2.1	tim10-1 inh: 7.2	mIAP activ: 0.959	hIAP act: 0.931	ATG4B inh: -8.1	Apaf1 inhib: 1.0

The listing continues.
Second line of a record: NLRP3 yeast inh, mIAP block, hIAP block, TIM10 inh, tim10-1 inh, mIAP activ, hIAP act, ATG4B inh, Apaf1 inhib
> Cc1cc(=O)[nH]c(SCC(=O)c2ccc(F)c(C)c2)n1
 : 11.3, -3.3, -8.4, -3.4, -9.6, 1.03, 1.08, -0.3, 5.1
> COc1cc(/C=C2\C(=N)N3N=C(N4CCOCC4)SC3=NC2=O)ccc1OC(=O)c1ccccc1
 : 2.8, 9.1, 13.3, 11.8, 8.7, 0.909, 0.867, 9.8, 6.2
> CSc1ccc(/C=N\Nc2nncn2N)cc1
 : 9.9, 6.9, 13.8, 15.3, -0.2, 0.931, 0.862, -0.1, -1.5
> Cc1ccc(-c2nc3[nH]c(=O)cc(NC(=O)c4cccs4)n3n2)cc1
 : -0.4, 8.1, -13.6, -1.5, 14.3, 0.919, 1.14, 2.0, 14.1
> COc1ccc(NC(=O)CC2C(=O)N(c3ccc(Cl)cc3)C(=S)N2CCc2ccncc2)cc1 (stereo not given)
 : 2.8, 4.1, 9.1, 3.5, 8.0, 0.959, 0.909, -10.7, 5.9
> CC1CCCCC1NC(=O)CC1Oc2ccccc2NC1=O (stereo not given)
 : -5.1, 3.0, 9.3, 9.6, 17.0, 0.97, 0.907, -2.0, 2.1
> CCN(CC)C(=O)N1CCC(NC(=O)Cc2ccccc2)CC1
 : 7.0, 0.6, 16.4, 7.2, 15.1, 0.994, 0.836, 6.4, -3.4
> Cc1cc(C(=O)CN2C(=O)C(=O)N(C3CCCC3)C2=O)c(C)n1-c1ccc(F)cc1
 : 4.9, -7.3, -10.3, -1.7, 22.7, 1.07, 1.1, -1.9, 2.7
> CCOC(=O)C1=C(c2ccccc2)NC(=O)NC1c1cc(OC)c(OC)cc1OC (stereo not given)
 : -6.1, 5.3, -4.1, 8.6, 2.1, 0.947, 1.04, 0.6, -1.4
> CCCN(CC(=O)Nc1ccccc1C)C(=O)c1ccc(Cl)c(S(=O)(=O)N2CCCC2)c1
 : 17.8, 1.6, -10.3, -0.1, 1.7, 0.984, 1.1, -2.7, 4.5
> CN(C)c1[nH]c(=O)c(C#N)c2c1CCN2Cc1ccccc1
 : 11.2, 31.6, 0.1, -1.7, 3.4, 0.684, 0.999, -2.2, -2.8
> COc1cc(/C=N/NC(=O)C(C)Nc2n[nH]c(=O)[nH]c2=O)ccc1O (stereo not given)
 : -9.7, -16.6, -14.0, -11.1, 13.4, 1.17, 1.14, 6.6, -8.3
> Cc1ccc(C(=O)N/C(=C/c2cccs2)C(=O)N2CCCCCC2)cc1
 : 1.9, 4.6, 7.9, 2.4, 29.8, 0.954, 0.921, -11.3, -0.8
> COC(=O)c1ccc2c(c1)S(=O)(=O)NC(=NCCCN1CCOCC1)S2
 : 15.4, -11.2, -4.3, 10.2, -1.1, 1.11, 1.04, -0.5, 5.2
> CCCC1(c2ccccc2)NC(=O)N(CC(=O)Nc2cc(S(=O)(=O)N3CCOCC3)ccc2Cl)C1=O (stereo not given)
 : 3.1, -18.0, -20.7, -1.3, 5.6, 1.18, 1.21, -6.1, 0.5
> O=C(COC(=O)c1cc[n+]([O-])cc1)Nc1ccccc1Sc1ccccc1
 : 12.8, -6.0, -0.1, 3.7, -11.3, 1.06, 1, 0.0, -4.1
> COC(=O)C(C)Oc1ccc(=O)[nH]n1 (stereo not given)
 : -1.4, -0.8, -1.5, -3.3, 3.7, 1.01, 1.01, 5.6, 5.5
> O=C(Nc1cc2c3c(c1)CC(=O)N3CCC2)c1cccc(F)c1
 : 13.6, 5.1, 2.6, 11.0, -3.3, 0.949, 0.974, 3.8, 1.4
> Cc1ccc(OCCC(=O)NCCc2ccc(S(N)(=O)=O)cc2)cc1
 : 1.0, 1.3, -2.5, 3.8, -4.3, 0.987, 1.02, -12.6, -5.1
> CC(C)(C)NC(=O)COC(=O)c1ccc(Cl)nc1
 : 9.9, -0.1, 9.6, 9.6, 4.0, 1, 0.904, 0.2, -9.2
